GPR151 ag – human GPR151 activation | Q8TDV0 | activation, % at 11.2 µM | hit rate 1% among 650,000 | PathHunter beta-arrestin GPR151 cells, luminescence; in the data active = activation above about 4.9%;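 also: 0% = median of compound wells and 100% = cells with positive control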
Target sequence (Q8TDV0 whole entry, looked up): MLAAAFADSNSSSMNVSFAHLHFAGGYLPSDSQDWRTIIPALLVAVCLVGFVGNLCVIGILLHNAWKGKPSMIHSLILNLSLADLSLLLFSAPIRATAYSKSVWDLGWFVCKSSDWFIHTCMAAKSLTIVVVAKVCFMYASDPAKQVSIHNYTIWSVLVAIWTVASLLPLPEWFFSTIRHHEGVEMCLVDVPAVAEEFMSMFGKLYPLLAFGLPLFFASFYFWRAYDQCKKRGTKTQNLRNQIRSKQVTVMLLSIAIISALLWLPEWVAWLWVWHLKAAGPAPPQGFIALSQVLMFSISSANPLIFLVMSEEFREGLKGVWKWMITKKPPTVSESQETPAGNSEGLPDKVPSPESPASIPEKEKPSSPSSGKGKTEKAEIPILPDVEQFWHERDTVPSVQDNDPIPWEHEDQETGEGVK
FBW7 act – human FBW7 E3 ligase activation, primary screen. hit rate 0.13% among 650,000. AlphaScreen FBW7–phospho-cyclin E peptide binding, activator screen. normalized activity (activation), % at 26.1 µM. Q969H0; in the data active = normalized activity above about 1.9%;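 also: purified mutant Fbw7 with reduced substrate affinity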
TEAD-YAP block – TEAD-YAP interaction inhibition; hit rate 1.4% among 640,000; AID 1259422; inhibition, % at 9.12 µM; HEK-TIYL cells, TEAD-Gal4/YAP UAS-luciferase luminescence; in the data active = inhibition above about 32%;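 also: 0% = median of test compound wells and 100% = reference inhibitor wells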
MITF inh – blocks human microphthalmia-associated transcription factor; AID 1259374; hit rate 0.91% among 650,000; O75030; AlphaScreen MITF homodimerization, bead proximity signal; inhibition, % at 2.6 µM; in the data active = inhibition above about 50%;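 also: 0% = vehicle wells with protein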
Target sequence (O75030 whole entry, looked up): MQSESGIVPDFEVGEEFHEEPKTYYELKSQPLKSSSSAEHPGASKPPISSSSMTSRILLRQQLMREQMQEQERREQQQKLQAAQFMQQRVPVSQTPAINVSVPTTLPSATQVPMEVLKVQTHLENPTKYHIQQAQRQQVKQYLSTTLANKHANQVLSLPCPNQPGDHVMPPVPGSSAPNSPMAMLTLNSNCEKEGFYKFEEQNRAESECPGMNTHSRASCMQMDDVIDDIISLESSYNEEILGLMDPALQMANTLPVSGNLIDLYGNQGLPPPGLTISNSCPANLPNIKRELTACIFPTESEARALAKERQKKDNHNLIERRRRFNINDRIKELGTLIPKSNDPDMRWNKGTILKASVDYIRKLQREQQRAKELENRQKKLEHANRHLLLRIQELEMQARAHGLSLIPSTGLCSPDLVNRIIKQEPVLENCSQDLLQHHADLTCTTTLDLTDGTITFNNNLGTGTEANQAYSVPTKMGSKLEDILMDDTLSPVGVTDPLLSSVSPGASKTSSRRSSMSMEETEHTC
The depositor's hits bear a star; nt = not tested or not shown.

Preview, 5 compounds:
nr	Structure	GPR151 ag	FBW7 act
1	COc1ccc(C(=O)Nc2nc3c(s2)CCC3C(=O)N2CCc3ccccc32)cc1 (centres undefined)	-0.7	0.1
2	COc1ccc2cc(CN(CCCO)S(=O)(=O)c3ccc([N+](=O)[O-])cc3)c(=O)[nH]c2c1	-1.5	0.5
3	Cc1onc(-c2c(Cl)cccc2Cl)c1C(=O)Nc1nccs1	-0.7	0.0
4	Cc1cc(C(=O)NNC(=O)CSc2nnc(NC3CCCCC3)s2)c(C)o1	-0.5	-0.1
5	CS(=O)(=O)Nc1ccc(S(=O)(=O)N2CCN(c3ccccc3)CC2)cc1	-0.9	1.0

nr	TEAD-YAP block	MITF inh
1	4	2
2	-2	-2
3	7	13
4	11	-3
5	6	15

The listing (from the top)
nr	Structure	GPR151 ag	FBW7 act
1	COc1ccc(C(=O)Nc2nc3c(s2)CCC3C(=O)N2CCc3ccccc32)cc1 (centres undefined)	-0.7	0.1
2	COc1ccc2cc(CN(CCCO)S(=O)(=O)c3ccc([N+](=O)[O-])cc3)c(=O)[nH]c2c1	-1.5	0.5
3	Cc1onc(-c2c(Cl)cccc2Cl)c1C(=O)Nc1nccs1	-0.7	0.0
4	Cc1cc(C(=O)NNC(=O)CSc2nnc(NC3CCCCC3)s2)c(C)o1	-0.5	-0.1
5	CS(=O)(=O)Nc1ccc(S(=O)(=O)N2CCN(c3ccccc3)CC2)cc1	-0.9	1.0
6	COc1ccccc1C(=O)NCc1nnc(SCC(=O)Nc2nccs2)n1-c1ccccc1OC	-1.7	-0.1
7	CCN1C(=O)C(CC(=O)Nc2ccc(OC)cc2)N(Cc2ccc(Cl)cc2)C1=S (centres undefined)	-0.2	-0.1
8	COc1cccc2cc(-c3csc(Nc4ccc(F)cc4)n3)c(=O)oc12	-0.9	0.0

nr	TEAD-YAP block	MITF inh
1	4	2
2	-2	-2
3	7	13
4	11	-3
5	6	15
6	0	-9
7	-11	-5
8	-3	-1

The listing continues:
nr	Structure	GPR151 ag	FBW7 act
9	COc1ccc(NC(=O)CN2C(=O)c3ccccc3C2=O)cc1	-1.0	0.0
10	Cc1ccnc(NC(c2ccc(C(C)C)cc2)c2ccc3cccnc3c2O)c1 (centres undefined)	-0.1	-0.5
11	O=[N+]([O-])c1nn(-c2ccccc2)n(O)c1=NCCc1ccccc1	0.2	-0.2
12	COc1cc(OC)c([N+](=O)[O-])cc1/C=C1/C(C)=C(C#N)c2nc(N)c(C#N)c(C)c21	2.1	0.1
13	Cc1ccc(CN[C@H]2C[C@H]3C(=O)N[C@@H](C(C)C)C(=O)N3C2)cc1C	1.5	-0.1
14	N#CCOc1ccccc1/C=C(\C#N)c1nc2ccccc2s1	0.4	-0.1
15	COc1cc(C2C(C#N)=C(N)Oc3n[nH]c(C)c32)ccc1OCc1cccc(C)c1 (centres undefined)	-1.3	0.2
16	O=C(C1CCN(C2CC(=O)N(c3cccc(Cl)c3)C2=O)CC1)N1CCCCCC1 (centres undefined)	0.7	0.6

nr	TEAD-YAP block	MITF inh
9	6	5
10	53*	4
11	-13	11
12	1	3
13	2	-5
14	2	3
15	-30	24
16	-2	5

The list continues.
nr	Structure	GPR151 ag	FBW7 act
17	O=C(/C=C/c1ccc(Cl)c(Cl)c1)NC1=NCCS1	0.2	0.9
18	Cc1cc(C)n(CCNC(=O)C2CC(=O)c3sc(NC(=O)c4ccsc4)nc3C2)n1 (centres undefined)	0.0	0.0
19	CCCCCCC(=O)Nc1nnc(CCOC)s1	1.5	0.0
20	COc1ccc(Cl)cc1C(=O)Nc1ccc(F)cc1	-1.5	0.7
21	Cc1cc(C)c(OCC(=O)NC(C)C)c(C)c1	-2.3	0.5
22	Cc1cc(/C=C2\NC(=O)NC2=O)c(C)n1-c1ccc(N(C)C)cc1	0.0	-0.2
23	O=C1C(=O)N(CCN2CCOCC2)C(c2cccc(Br)c2)/C1=C(/O)c1ccc(S(=O)(=O)N2CCOCC2)cc1 (centres undefined)	1.4	0.3
24	COc1ccc(C(=O)Nc2ccccc2-c2nnn(CC(=O)N3CCOCC3)n2)cc1	0.7	0.1

nr	TEAD-YAP block	MITF inh
17	-57	-1
18	-11	11
19	8	-3
20	-35	8
21	4	18
22	3	2
23	1	-7
24	8	-10

New compounds follow.
nr	Structure	GPR151 ag	FBW7 act
25	COc1ccc(C2C(C(=O)N3CCN(C)CC3)c3cc(OC)c(OC)cc3C(=O)N2C)cc1OC (centres undefined)	2.3	0.0
26	N#Cc1sc2sc(C#N)c(N)c2c1N	-1.2	0.1
27	Cn1c(=O)c2c(SCC(=O)NC3CCCC3)nc(C3CC3)nc2n(C)c1=O	-0.2	0.1
28	COc1cccc(NC(=O)CSc2nc3ccccc3c(=O)n2Cc2cccs2)c1	0.2	0.3
29	Cc1ccc(-c2nc3cc(C)ccn3c2NC(=O)c2ccccc2)cc1	-0.2	-0.1
30	CC(C)Oc1ccc(/C=C(\C#N)C(=O)NCC2CCCO2)cc1 (centres undefined)	0.0	0.2
31	CCCCNC(=O)c1ccccc1NC(=O)Cc1ccc(C)cc1	0.0	-0.1
32	O=C(CCC(=O)OCc1ccc(Cl)cc1)Nc1ccccc1Cl	-1.5	0.1

nr	TEAD-YAP block	MITF inh
25	-1	3
26	-14	17
27	0	6
28	7	10
29	-8	-6
30	-3	9
31	-2	-7
32	-6	12

(more compounds)
nr	Structure	GPR151 ag	FBW7 act
33	COC(=O)c1ccsc1NC(=O)c1ccccc1F	0.2	0.1
34	O=C(CNc1cccc2ccccc12)N/N=C/c1cc(Cl)ccc1O	-1.1	-0.1
35	N#CCC(=O)N/N=C/c1cc(Br)cc(I)c1O	1.2	-0.5
36	CCc1ccc(NC(=O)C(C)OC(=O)C2CCC(=O)N2)cc1 (centres undefined)	2.0	0.1
37	COc1ccc(CCNC(=O)Cc2ccccc2)cc1	0.1	-0.2
38	O=C(NC(c1ccccc1)c1ccccc1)c1cc(S(=O)(=O)N2CCc3ccccc32)ccc1F	0.5	0.0
39	Cc1ccc2cc(C)c(SCC(=O)Nc3nccs3)nc2c1	0.3	0.0
40	CCCn1cc(SCC(=O)Nc2ccc(C)cc2)c2ccccc21	-2.0	0.0

nr	TEAD-YAP block	MITF inh
33	-13	-5
34	15	9
35	6	-3
36	-10	1
37	10	-14
38	1	1
39	4	3
40	6	8

Later entries:
nr	Structure	GPR151 ag	FBW7 act
41	CCc1nn(CC(=O)N2CCN(c3cccc(C)c3)C(C)C2)c(=O)c2cc3occc3n12 (centres undefined)	-0.1	-0.1
42	Cc1cc(C)cc(N(CC(=O)Nc2nccs2)S(=O)(=O)c2c(C)noc2C)c1	1.3	0.0
43	c1ccc(-c2nc(C34CC5CC(CC(C5)C3)C4)cs2)cc1	-0.7	0.4
44	CC(=O)c1cccc(-c2nc(C(=O)NCc3cccc(C(F)(F)F)c3)cs2)c1	-1.2	0.1
45	COc1ccc(OC)c2[nH]c(=O)c(CCNC(=O)Cc3ccccc3)cc12	0.5	0.2
46	Cc1ccc(O)c(NC(=S)NC(=O)c2ccco2)c1	0.4	-0.1
47	O=C(Nc1ccc(Cl)cc1)c1cc(S(=O)(=O)NCc2ccc(F)cc2)ccc1F	-0.5	-0.1
48	O=c1c2cc3c(cc2[nH]c(=S)n1CCCN1CCCC1)OCO3	0.7	-0.1

nr	TEAD-YAP block	MITF inh
41	0	-6
42	-9	-5
43	-8	7
44	-1	-7
45	3	1
46	-37	-2
47	-3	-3
48	-2	-1

Going on with the list:
nr	Structure	GPR151 ag	FBW7 act
49	COc1ccc(CCNc2cc(C)nc(Nc3nc4ccccc4n3C)n2)cc1	-1.0	-0.2
50	O=C(NCCc1ccccc1)c1ccc2c(c1)ncn2-c1ccc(OCc2ccccc2)cc1	-1.0	-0.2
51	Cc1ccc(NC(=O)C(Sc2ccccc2)c2ccccc2)cc1[N+](=O)[O-] (centres undefined)	8.4*	0.1
52	COc1ccccc1/C=C1/C(=O)NN(c2ccc(C)c(C)c2)C1=O	0.9	-0.1
53	CCOc1ccc(C2C(C(=O)OC)=CN(CCOC)C=C2C(=O)OC)cc1OCC	-0.6	-0.1
54	COc1ccc(CN2CCC3(CCC(CNC(C)=O)O3)CC2)cc1C (centres undefined)	-1.7	-0.1
55	Cc1ccc(C)c(NC(=O)CSc2ccc3nnc(-c4cccnc4)n3n2)c1	-0.1	0.2
56	C=COC[C@@H]1CN2[C@@H](CC[C@@H](C)[C@@H]2c2ccc(Br)cc2)C(=O)O1	0.1	0.1

nr	TEAD-YAP block	MITF inh
49	17	2
50	-17	5
51	-2	14
52	-1	9
53	5	-2
54	-4	-5
55	0	11
56	nt	18

Continued:
nr	Structure	GPR151 ag	FBW7 act
57	CSc1nnc2c(n1)OC(c1ccc(Br)o1)Nc1ccc(Br)cc1-2 (centres undefined)	-0.6	-0.2
58	O=[N+]([O-])c1cc(/C=N/Nc2nc3ccccc3[nH]2)ccc1Cl	-0.4	0.1
59	O=[N+]([O-])c1nn(-c2ccc(Cl)cc2)n(O)c1=Nc1ccc(Cl)cc1	-2.0	-0.3
60	CCc1cc(C(=O)Cc2ccc3c(c2)OCCCO3)c(O)cc1OC	5.2*	0.0
61	COc1cc(/C=N/NC(=O)c2ccc(C)o2)cc(Br)c1OC	-1.0	-0.1
62	CCN(CC)C(=O)Cn1cnc2sc(C(=O)Nc3ccc(OC)cc3OC)c(C)c2c1=O	0.2	0.0
63	CC(C)OC(=O)c1ccc(NC(=O)COc2ccc(Cl)cc2)cc1	-0.4	-0.1
64	CCC(C)C1N=C2c3ccccc3N=C(SCC(=O)c3ccccc3)N2C1=O (centres undefined)	-0.1	-0.2

nr	TEAD-YAP block	MITF inh
57	-3	-4
58	0	11
59	7	26
60	-3	-6
61	-5	-5
62	-4	13
63	-4	-8
64	7	5

Further results
nr	Structure	GPR151 ag	FBW7 act
65	COc1ccc(/C=C/c2nn3c(CCc4ccccc4)nnc3s2)cc1	2.2	-0.6
66	NC(=O)CSc1ccc2ccccc2n1	0.8	-0.1
67	COCCNc1nc(-c2cccc(O)c2)ccc1C(=O)Nc1cccc(OC)c1	0.3	-0.1
68	CCOCCCNC(=O)c1ccc2c(c1)nc(C)n2-c1ccc(OCC)cc1	-2.3	0.1
69	O=C1C(=Nc2ccc([N+](=O)[O-])cc2)c2ccccc2N1CN1CCOCC1	-0.5	0.0
70	CC(=O)CSc1nnc2n(CC(=O)NC(C)(C)C)c3ccccc3n12	-1.2	1.2
71	CC(=O)c1ccc(NC(=O)CSc2n[nH]c(-c3ccncc3)n2)cc1	-0.3	0.0
72	CCc1ccc(N2C(=O)C(Cl)=C(Nc3ccccc3O)C2=O)cc1	0.6	-0.3

nr	TEAD-YAP block	MITF inh
65	-19	-3
66	4	1
67	-11	1
68	-8	-8
69	-1	-5
70	6	7
71	6	5
72	-49	5

(cont.)
nr	Structure	GPR151 ag	FBW7 act
73	COc1ccc(-n2c(=O)c3ccccc3c3ccccc3c2=O)c(OC)c1	1.0	-0.1
74	COc1cc(NS(=O)(=O)c2ccc(NC(=O)C(C)(C)C)cc2)nc(OC)n1	0.4	0.2
75	CCn1c(N2CCC(C(=O)NCc3ccccn3)CC2)nc2ccccc21	-0.6	0.2
76	CCCN(C(=O)Cn1c(=O)oc2ccccc21)c1ccccc1OC	-0.1	0.0
77	CCOC(=O)CSc1nnc(-c2ccc(NC(=O)/C=C/c3ccccc3)cc2)n1C	-1.1	0.3
78	CN(C)c1nc(-c2ccccc2)c2cc(Cl)ccc2n1	0.2	0.4
79	Cc1cc(C)c2oc(-c3cccc(NC(=O)c4ccco4)c3)nc2c1	1.0	0.2
80	Cc1ccsc1CN1CCN2C(=O)[C@H](Cc3ccccc3)NC(=O)[C@H]2C1	2.7	0.0

nr	TEAD-YAP block	MITF inh
73	7	8
74	0	12
75	-11	7
76	-13	-4
77	2	5
78	2	-4
79	0	11
80	5	4

Whole records, looked up by structure. Values in the order: GPR151 ag | FBW7 act | TEAD-YAP block | MITF inh
CN(C)c1nc(-c2ccccc2)c2cc(Cl)ccc2n1 across the screens: 0.2 | 0.4 | 2 | -4
Cc1cc(C)c2oc(-c3cccc(NC(=O)c4ccco4)c3)nc2c1 across the screens: 1.0 | 0.2 | 0 | 11

Next part:
nr	Structure	GPR151 ag	FBW7 act
81	CCOC(=O)C1=C(C)N=c2s/c(=C\c3ccc(C)cc3)c(=O)n2C1c1ccccc1OC (centres undefined)	8.6*	-0.1
82	Cn1cnnc1SCC(=O)c1ccc2c(c1)OCCO2	-0.1	0.1
83	Cc1ccc(-c2cccc(CN3CCN(C(C)C)C(CCO)C3)c2)o1 (centres undefined)	0.8	-0.1
84	Cc1nc2ccccn2c1C(=O)N(C)c1ccccc1	1.1	0.7
85	CC(NC(=O)c1ccc(N2CCC(NCc3cccnc3)CC2)cc1)c1ccccc1 (centres undefined)	-0.4	-0.1
86	CCCNC(=O)C1CCN(c2ccc(Cl)nn2)CC1	1.3	-0.1
87	O=C(NCc1cccnc1)c1ccc([N+](=O)[O-])o1	1.8	-0.1
88	Cc1ccc(OCC(=O)N/N=C/C=C/c2ccco2)c([N+](=O)[O-])c1	-0.2	-0.1

nr	TEAD-YAP block	MITF inh
81	6	-11
82	-10	9
83	3	-8
84	15	10
85	-3	-2
86	-1	1
87	12	-5
88	-7	8

Following part
nr	Structure	GPR151 ag	FBW7 act
89	O=C(O)CCCCCC[C@H]1C(=O)NC(=O)N1CCC(O)C1CCCCC1 (some centres undefined)	3.3	nt
90	Cc1cccc(N2C(=O)/C(=C/c3ccc(C)o3)C(=O)NC2=S)c1	3.2	0.0
91	C[C@@H]1CN(Cc2nnnn2CC(=O)N(C)CCC2CCOCC2)C[C@H](C)O1	-0.9	-0.1
92	C/C(=N\NC(=O)c1ccccc1F)c1c(C)nnn1-c1nonc1N	0.5	0.0
93	CCOC(=O)c1sc2nc(C)nc(Nc3ccc(C)c(F)c3)c2c1C	2.1	0.1

nr	TEAD-YAP block	MITF inh
89	nt	-7
90	1	12
91	1	-14
92	-23	-9
93	7	11

Screening results: PubChem, The Scripps Research Institute Molecular Screening Center
